GPR35 arrestin U2OS: GPR35 antagonists blocking zaprinast-driven arrestin recruitment, primary screen, imaging, U2OS, beta-arrestin-GFP, zaprinast agonist (AID 2058); 290,000 compounds, 0.052% hits; U2OS GPR35 beta-arrestin-GFP translocation imaging, zaprinast antagonism; higher % means a stronger effect; inhibition, % at 10 µM; hits with a dose series show IC50 in µM; G-protein coupled receptor 35 (Homo sapiens);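 active = inhibition of at least 50% with at least 30 cells and total cytoplasm GFP at most 10,000,000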
Large T inhibition: SV40 large T antigen inhibitors, biochemical (AID 1903); SV40 large T antigen ATPase/helicase inhibition assay; higher % means a stronger effect; inhibition, % at 20 µM, or IC50 in µM where a hit was titrated; 310,000 compounds, 0.39% hits; in the data active = a potency from the dose series; note: strong numbers were not always called active
NTR1 ag: agonists of NTR1, primary screen, imaging, U2OS cells, beta-arrestin-GFP, high content (AID 493036). Neurotensin receptor type 1 (Homo sapiens), P30989. NTR1-U2OS beta-arrestin-GFP spot imaging, agonist mode. activation, % at 20 µM. 330,000 compounds, 0.17% hits;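 active = activation at or above 40% of the spot to cytoplasm intensity ratio, with at least 20 cells analyzed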;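 note: 0% = DMSO without peptide and 100% = 100 nM NTR1 peptide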
Target sequence (P30989 whole entry, looked up): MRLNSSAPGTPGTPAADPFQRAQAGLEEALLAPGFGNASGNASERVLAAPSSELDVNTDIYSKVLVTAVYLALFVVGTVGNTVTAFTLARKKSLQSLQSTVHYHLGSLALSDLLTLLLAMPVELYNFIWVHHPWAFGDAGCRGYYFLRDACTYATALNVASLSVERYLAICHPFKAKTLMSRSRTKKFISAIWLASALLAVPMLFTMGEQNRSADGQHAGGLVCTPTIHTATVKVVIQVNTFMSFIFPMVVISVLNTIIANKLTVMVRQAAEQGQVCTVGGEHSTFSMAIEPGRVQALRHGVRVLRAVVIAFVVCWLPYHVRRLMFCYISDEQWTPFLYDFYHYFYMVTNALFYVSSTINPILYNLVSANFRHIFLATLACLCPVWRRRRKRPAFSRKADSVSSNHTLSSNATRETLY
T cell HTS: modulators of CD8 T cell-vesicle binding, primary screen, mouse 2C CD8+ T cells, flow cytometry. calls only at 7 µM. AID 2052, 2009. 330,000 compounds, 0.068% hits. 2C CD8+ T cell-vesicle binding; active compounds read low;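 active = response, share of CD8 T cells binding vesicles, and their 90th percentile fluorescence all below set limits, cut at about 80% in these data, passing the limit was not always enough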
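System: murine 2C transgenic CD8+ T lymphocytes; also added: QL9-loaded Drosophila micro-vesicles; times: binding 1.5 h at 37 °C; measured by: flow cytometry, PE anti-B7-1 (FL2) versus Alexa647 anti-CD8 (FL8), PFA-fixed; control set: Peptide-free naked vesicles (low) and QL9 vesicles with 0.7% DMSO vehicle (high)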
Lipid droplet: inhibitors of hepatocyte lipid droplet formation, primary screen, imaging, high-throughput imaging, BODIPY stain; AID 1656, 2009; 240,000 compounds, 0.4% hits; inhibition, % at 6.5 µM; AML12 mouse hepatocytes, oleate lipid droplets;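 active = lipid droplet intensity inhibited by at least 50%, with more than 500 cells counted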
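Material – mouse AML12 hepatocyte cell line, fixed after treatment · Compound dosing – one dose, 6.5 µM compound · Times – compound with oleate, overnight · Measured by – Image-based BODIPY and DAPI two-channel analysis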
MgcRacGAP inhibition: MgcRacGAP GTPase-activating activity inhibitors, confirmation, biochemical, ADP Hunter fluorescence | MgcRacGAP-stimulated Rac1 GTP hydrolysis, ADP Hunter fluorescence; higher % means a stronger effect; GST-tagged Rac1 F28L mutant substrate | inhibition, % at 30 µM; hits with a dose series show IC50 in µM | 340,000 compounds, 0.6% hits;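 active = first-screen hits whose inhibition reached a set limit at any dose in the follow-up dose series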;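 note: fluorescence reports GDP produced by GAP-driven GTP hydrolysis; strong numbers were not always called active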
GPR55 activation: GPR55 agonists via beta-arrestin recruitment, primary screen, imaging, U2OS cells, beta-arrestin-GFP redistribution (AID 1961). U2OS GPR55 beta-arrestin-GFP redistribution imaging; higher % means a stronger effect. activation, % at 10 µM, or EC50 in µM where a hit was titrated. 290,000 compounds, 0.048% hits;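 active = activation above 40% with more than 50 cells counted in the well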;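 note: U2OS osteosarcoma cells stably expressing GPR55 and beta-arrestin-GFP; plate controls were DMSO negative control for no effect and LPI positive control for full effect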
GPR55 antagonists: GPR55 antagonists blocking LPI-driven arrestin recruitment, primary screen, imaging, U2OS, beta-arrestin-GFP, LPI agonist (AID 2013); inhibition, % at 10 µM; hits with a dose series show IC50 in µM; 290,000 compounds, 0.13% hits; U2OS GPR55 beta-arrestin-GFP translocation imaging, LPI antagonism; higher % means a stronger effect;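 active = spots per cell inhibited over 60%, with over 100 cells counted and total cytoplasm intensity under 500,000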;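 note: U2OS cells stably carrying GPR55 and arrestin-GFP stimulated by 5 µM LPI near EC80; imaged beta-arrestin-GFP aggregate spots per cell after agonist stimulation; plate controls were LPI-stimulated DMSO wells for no effect and DMSO wells without LPI for full effect; some results filed as inactive read as strong as hits; confirmed hits need IC50 under 10 µM and bright autofluorescent wells are also inconclusive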
LYP phosphatase: inhibitors of LYP phosphatase, biochemical, fluorescence intensity, uHTS (AID 1779); 290,000 compounds, 0.054% hits; Tyrosine-protein phosphatase non-receptor type 22 (Homo sapiens); inhibition, % at 11.5 µM, or IC50 in µM where a hit was titrated; recombinant LYP phosphatase, fluorescence intensity; higher % means a stronger effect; in the data active = inhibition above about 50%;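 note: plate controls were vehicle with enzyme for no effect and no enzyme for full effect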
Lipid droplet cells 6.5 µM: recorded beside Lipid droplet, whose call it bears; cell count; measured here: cell count, cytotoxicity flag;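 cells counted across two imaged fields per well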
T cell HTS vesicle-bound %: further read-out of T cell HTS, marked with its call; double positive events, %; measured here: CD8+ vesicle-bound cell fraction;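 binding gate set so that unloaded-vesicle control wells show 10% double positive cells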
NTR1 ag cell count 20 µM: further read-out of NTR1 ag, marked with its call; cell count; measured here: cell count, cytotoxicity flag
Numbers without * were called inactive; i = inactive; . = no result given.

SMILES	GPR35 arrestin U2OS	Large T inhibition	NTR1 ag	NTR1 ag cell count 20 µM	T cell HTS	T cell HTS vesicle-bound %	Lipid droplet	Lipid droplet cells 6.5 µM	MgcRacGAP inhibition	GPR55 activation	GPR55 antagonists	LYP phosphatase
Cc1ccnc2c1ccc1ccccc12	4%	22%	0.6	95	i	60	-1	846	.	0.0%	3%	-6%
CCOC(=O)c1ccc(NC(=O)c2nc[nH]c2C(=O)N[C@@H](CC(C)C)C(=O)OCc2ccccc2)cc1	-4%	11%	22	106	i	28	2	667	7%	-0.1%	-2%	8%
Cc1cc[n+](CCc2ccccc2)cc1C	2%	-1%	-0.8	84	i	11	.	.	3%	0.0%	-6%	-7%
COC(=O)c1oc2ccccc2c1N	-19%	2%	6.0	36	i	0	4	778	1%	-0.1%	11%	-5%
CCCCOc1ccccc1N	0%	-8%	-1.4	70	i	8	.	.	5%	-0.1%	25%	-6%
CCOC(=O)c1sc(N(Cc2ccccc2)C(=O)CSc2nnc(C3CC3)n2N)nc1C	-7%	14%	0.1	50	i	32	.	.	11%	0.1%	-8%	-3%
C=CCn1c(=O)/c(=C/c2ccc(O)cc2)s/c1=C(/C#N)c1nnc2n1CCCCC2	-5%	30%	2.4	45	i	20	-21	692	59µM*	0.4%	17%	-2%
Cc1cc(NC(=O)CSCC(=O)Nc2ccccc2Oc2ccccc2)no1	.	-11%	-0.7	56	i	56	.	.	3%	.	.	.
Cc1cc(C)nc(N/N=C/c2cc3c(cc2[N+](=O)[O-])OCO3)n1	10%	5%	1.7	62	i	27	9	733	8%	-0.5%	0%	4%
S=c1[nH]nc(C2CCCCC2)n1/N=C/c1ccc(Br)cc1	0%	1%	13	57	i	22	.	.	.	0.0%	0%	-4%
COc1ccc(C(=O)OC2CCN(c3ncc(C(F)(F)F)cc3Cl)CC2)cc1	11%	2%	1.8	79	i	26	.	.	9%	0.0%	6%	1%
CC1Cc2ccccc2N1C(=O)CSc1nc(-c2ccco2)cc(C(F)(F)F)n1 (centres undefined)	13%	4%	4.5	58	i	6	.	.	5%	0.1%	-2%	3%
O=C(N/N=C\c1ccc(O)c([N+](=O)[O-])c1)c1ccccc1-n1cccc1	-5%	-4%	3.2	54	i	41	-2	672	-5%	-0.3%	4%	1%
CCOc1ccccc1OCCCC(=O)N(CC)CC(=O)Nc1ccc(NC(C)=O)cc1	.	15%	2.4	68	i	25	.	.	1%	.	.	.
COc1ccccc1Nc1nc(N)nc(CN2CCc3ccccc3C2)n1	-11%	6%	1.8	63	i	37	-15	695	5%	-0.3%	-10%	2%
O=C(NNC(=O)[C@@H]1CCCC[C@@H]1C(=O)O)c1cccs1	-1%	21%	-0.4	64	i	22	26	757	3%	-0.2%	8%	-1%
CCc1ccccc1N(CC(=O)NCc1ccco1)C(=O)CCC(=O)Nc1nccs1	-7%	5%	0.4	55	i	26	4	762	10%	0.6%	-2%	-9%
O=C(/C=C/c1ccccc1)N1CCN(C(=O)c2ccco2)CC1	-2%	19%	-0.4	71	i	54	-50	721	2%	0.3%	7%	-2%
COc1cc(CN2CCCC(N3CCN(c4ccccc4C)CC3)C2)cc(Cl)c1O (centres undefined)	-6%	21%	-1.4	60	i	56	8	824	9%	0.2%	17%	-3%
CCOC(=O)C1CCCN(S(=O)(=O)Cc2ccc(Cl)cc2)C1 (centres undefined)	5%	5%	0.3	57	i	54	-11	824	12%	0.5%	3%	-7%
CCCCOc1ccc(C(=O)N(CC)CC(=O)NCc2cccs2)cc1	-1%	-2%	0.7	54	i	10	0	848	2%	-0.1%	3%	-9%
NC(=O)CC1C(=O)N(c2ccc(F)cc2)C(=O)N1NC(=O)CCc1ccccc1 (centres undefined)	-2%	5%	-1.6	67	i	39	0	719	11%	-0.1%	1%	-6%
Cc1ccc(S(=O)(=O)N(C)C)cc1NC(=O)C1CCCC1	-4%	1%	0.9	55	i	52	-16	334	3%	-0.2%	-16%	-2%
N#C/C(=C1/CCCCCN1)c1nc2ccccc2s1	3%	9%	0.9	42	i	17	.	.	7%	0.0%	18%	-5%
Cc1ccc(C(NC(=O)c2ccccc2)C(Cl)(Cl)Cl)cc1 (centres undefined)	-1%	11%	2.7	80	i	6	8	688	8%	0.6%	6%	0%
CCN1C(=O)/C(=C/c2ccc(C)s2)SC1=Nc1ccc(OC)cc1	14%	6%	5.7	42	i	17	.	.	11%	0.6%	-6%	-3%
CCCCC(=Nc1ccc(N)cc1)C1=C(O)C(C(=O)OC)C(C)(C)CC1=O (centres undefined)	-4%	8%	-1.5	74	i	29	-8	708	28%	0.0%	6%	-9%
Cc1[nH]n(-c2cccc(Cl)c2)c(=O)c1-c1ccc(Cl)cc1	20%	4%	3.6	53	i	41	-5	733	80µM*	-0.1%	0%	3%
COc1ccc(N2C(=O)CC(SCCc3nc4ccccc4[nH]3)C2=O)cc1 (centres undefined)	-7%	9%	0.0	64	i	28	.	.	13%	-0.1%	-13%	5%
Cc1nn(C)c(C)c1CN(C)C(=O)c1nn2c(c1Br)NC(c1cccs1)CC2C(F)(F)F (centres undefined)	-9%	-7%	2.0	58	i	32	-21	592	5%	-0.2%	0%	6%

3 of the entries above in order of the Large T inhibition value, low to high:
| Structure | GPR35 arrestin U2OS | Large T inhibition | T cell HTS | T cell HTS vesicle-bound % | MgcRacGAP inhibition | GPR55 activation | GPR55 antagonists | LYP phosphatase |
| --- | --- | --- | --- | --- | --- | --- | --- | --- |
| Cc1[nH]n(-c2cccc(Cl)c2)c(=O)c1-c1ccc(Cl)cc1 | 20% | 4% | i | 41 | 80µM* | -0.1% | 0% | 3% |
| CCCCC(=Nc1ccc(N)cc1)C1=C(O)C(C(=O)OC)C(C)(C)CC1=O (centres undefined) | -4% | 8% | i | 29 | 28% | 0.0% | 6% | -9% |
| Cc1ccc(C(NC(=O)c2ccccc2)C(Cl)(Cl)Cl)cc1 (centres undefined) | -1% | 11% | i | 6 | 8% | 0.6% | 6% | 0% |

Other records follow.
SMILES	GPR35 arrestin U2OS	Large T inhibition	NTR1 ag	NTR1 ag cell count 20 µM	T cell HTS	T cell HTS vesicle-bound %	Lipid droplet	Lipid droplet cells 6.5 µM	MgcRacGAP inhibition	GPR55 activation	GPR55 antagonists	LYP phosphatase
COc1ccc(-c2cc(C(=O)Nc3cnn(Cc4ccccc4C)c3)no2)cc1OC	5%	13%	6.5	82	i	3	.	.	-3%	0.3%	2%	-4%
Cc1cccc(N=Cc2cc3c(cc2[N+](=O)[O-])OCO3)c1	7%	-4%	0.6	71	i	39	.	.	10%	-0.1%	-8%	-2%
CCCCN1CN(S(=O)(=O)c2cccs2)c2nc3ccccc3nc21	2%	1%	.	.	.	.	20	600	.	0.4%	3%	4%
CN1CCN(Cc2cccc(Oc3ccc(Cl)cc3)c2)CC1	-1%	16%	1.2	55	i	47	0	797	4%	-0.1%	-8%	0%
C/C(CC(=O)NCc1ccco1)=N\NC(=O)C(c1ccccc1)c1ccccc1	20%	0%	-1.3	42	i	55	.	.	10%	0.2%	7%	-2%
COc1cc(NS(=O)(=O)c2ccc(NC(=O)CSC3=NCCS3)cc2)nc(OC)n1	14%	13%	0.3	41	i	13	.	.	.	-0.1%	12%	-1%
CCOc1cc2nc(-c3ccc(OC)c(OC)c3)nc(N3CC(C)OC(C)C3)c2cc1OC (centres undefined)	14%	10%	6.6	69	i	26	.	.	.	0.0%	-4%	-1%
CC(C)NC(=O)C(=O)Nc1cc2c3c(c1)C(C)C(=O)N3CCC2 (centres undefined)	18%	.	-0.1	63	i	15	23	788	9%	0.5%	-3%	-6%
CCn1c(C(C)NC(=O)c2ccc(C)cc2)n[nH]c1=S (centres undefined)	-1%	5%	-0.5	35	i	10	-1	729	13%	-0.2%	17%	-3%
Cc1ccccc1CN(C)C(=O)CNC(=O)c1ccc2ccccc2c1	6%	13%	1.2	83	i	50	0	857	5%	0.0%	12%	1%
CCOC(=O)c1c(NC(=O)CS(=O)(=O)c2cn(CC)c3ccccc23)sc2c1CCCCC2	-18%	7%	8.8	62	i	47	-3	691	5%	0.2%	7%	3%
O=C(Nc1cc(S(=O)(=O)Nc2ccc(Cl)cc2)ccc1N1CCCCC1)c1ccc(F)cc1	-3%	-2%	6.0	35	i	43	-25	609	5%	-0.1%	10%	12%
Cc1cc2nc(/C=C/c3nc4cc(C)c(C)cc4[nH]3)[nH]c2cc1C	-2%	4%	.	.	i	35	-1	423	.	0.2%	-7%	-29%
CC(=O)c1ccc(NC(=O)CCSCCC(=O)Nc2ccc(C(C)=O)cc2)cc1	-2%	3%	-1.1	83	i	50	13	793	9%	-0.1%	-7%	-4%
CCOC(=O)c1cnn(-c2ccccc2)c1-n1cccc1C(=O)C(=O)Nc1ccc(OC)cc1	10%	6%	3.0	48	i	47	.	.	1%	-0.1%	25%	-1%
Cn1/c(=N/NC(=O)c2ccccc2Br)sc2ccccc21	2%	5%	1.6	34	i	48	1	687	8%	-0.3%	-4%	-9%
COc1ccc(-c2oc3ccccc3c2C(=O)OCc2ccc([N+](=O)[O-])cc2)cc1	2%	6%	-0.1	99	i	20	.	.	7%	-0.3%	2%	-4%
CN(Cc1ccno1)Cc1cn(C)nc1-c1ccc(Oc2ccccc2)cc1	-18%	51%	5.2	56	i	38	-27	731	-7%	-0.3%	41%	-6%
C/C(=N\N(c1ccccc1)c1ccccc1)c1ccc(N)cc1	.	9%	4.1	57	i	19	.	.	18%	.	.	.
CCC(=O)Nc1ccccc1C(=O)OCC(=O)Nc1ccc(S(N)(=O)=O)cc1	9%	2%	1.6	63	i	49	-1	734	11%	-0.1%	17%	-8%
CC(C)n1cnnc1SCC(=O)Nc1ccc(N2CCCCC2)cc1	.	33%	0.8	52	i	50	.	.	12%	.	.	.
CCn1c(C)cc(/C=C2\NC(=O)N(Cc3ccc(Cl)cc3)C2=O)c1C	0%	6%	3.3	49	i	58	.	.	4%	-0.1%	15%	0%
COc1ccc(C(=O)NCCc2cc3ccc(C)c(C)c3[nH]c2=O)cc1OC	-17%	13%	-1.4	86	i	20	-3	729	9%	0.6%	2%	-6%

Screens deposited in PubChem by several laboratories.
